Arrestin-AP2 inh: blocks beta-arrestin peptide binding to AP2 adaptin; FITC-arrestin peptide / GST-AP2 beads, flow cytometry; AP2 beta2 appendage carries R879A mutation; inhibition, % at 10 µM; 340,000 tested, 0.31% active; AID 504490;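 active means inhibition above a set limit, near 3 SD of compounds lacking own fluorescence, cut at about 54% in these data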;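 further: plate controls were DMSO wells for no effect and 5 µM unlabelled arrestin peptide for full effect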
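Assay system: GST-AP2 R879A bound to glutathione beads, E. coli-expressed; Medium: PBS with 0.05% Tween 20 and 0.1% BSA; Also added: fluorescein-tagged arrestin peptide at 50 nM final; Timing: 12 min plus 1 h, RT; Measured by: flow cytometry, FL1 (488/535 nm); Evaluation: percent drop in bead-associated FITC signal.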
DSG3 Ab inh: blocks pemphigus antibody binding to human desmoglein-3. P32926. DSG3-coupled beads, scFv-anti-DSG3-GFP binding, flow cytometry; stronger effect = lower value. binding (percent of control), % at 10 µM. 310,000 tested, 0.48% active. AID 588358;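 active means binding more than 3 SD below its plate's average and above zero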;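 further: hits lower antibody fragment binding to DSG3; some compounds called inactive have numbers as strong as hits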
Target sequence (P32926 whole entry, looked up, the tested form may be a part): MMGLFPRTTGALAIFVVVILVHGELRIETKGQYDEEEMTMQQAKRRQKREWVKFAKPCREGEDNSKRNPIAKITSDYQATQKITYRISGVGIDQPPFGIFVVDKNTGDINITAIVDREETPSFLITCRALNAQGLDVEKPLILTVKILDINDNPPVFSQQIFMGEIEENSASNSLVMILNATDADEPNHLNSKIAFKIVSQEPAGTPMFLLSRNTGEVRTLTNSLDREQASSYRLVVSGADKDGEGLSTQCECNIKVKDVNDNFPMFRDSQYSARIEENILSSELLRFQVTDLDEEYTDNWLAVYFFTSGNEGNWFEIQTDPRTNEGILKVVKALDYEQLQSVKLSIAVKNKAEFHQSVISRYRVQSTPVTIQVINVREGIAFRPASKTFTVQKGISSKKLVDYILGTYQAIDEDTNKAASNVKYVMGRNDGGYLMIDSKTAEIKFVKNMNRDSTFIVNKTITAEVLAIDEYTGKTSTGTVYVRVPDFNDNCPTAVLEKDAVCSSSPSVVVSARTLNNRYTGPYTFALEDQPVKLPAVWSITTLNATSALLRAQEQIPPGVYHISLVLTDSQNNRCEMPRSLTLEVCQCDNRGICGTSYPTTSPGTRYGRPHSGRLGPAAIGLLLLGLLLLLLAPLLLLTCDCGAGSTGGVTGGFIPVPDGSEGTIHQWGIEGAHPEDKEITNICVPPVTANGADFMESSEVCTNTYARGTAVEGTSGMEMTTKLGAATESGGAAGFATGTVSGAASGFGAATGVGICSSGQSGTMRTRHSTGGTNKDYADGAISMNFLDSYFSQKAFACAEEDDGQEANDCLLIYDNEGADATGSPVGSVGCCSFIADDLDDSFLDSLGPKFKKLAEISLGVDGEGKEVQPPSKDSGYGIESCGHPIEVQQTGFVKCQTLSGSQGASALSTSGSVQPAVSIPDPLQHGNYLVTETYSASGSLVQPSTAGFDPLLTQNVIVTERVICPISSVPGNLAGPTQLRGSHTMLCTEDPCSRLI
V-ATPase pHluor: alters yeast V-ATPase proton transport; S. cerevisiae, pHLuorin cytosolic pH fluorescence; response, % at 10 µM; 350,000 tested, 0.37% active; in the data active means response mostly above about 7.3%, no sharp cut-off; inactive means mostly below about 5.4%; further: actives read high; inactives centre near 0; some compounds called inactive have numbers as strong as hits; reference of the scale not given here
MOR-DOR inv ag: inverse agonists of human mu-delta opioid receptor heterodimerization; cell-based MOR-DOR heterodimer luminescence, inverse agonism; 340,000 tested, 0.21% active; inhibition, % at 9.3 µM; in the data active means inhibition above about 22%, passing the limit was not always enough;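 further: 0% = cells with DMSO and 100% = wells without cells with DMSO; values of inactives mirror those of a sister screen read the other way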
LANA DNA inh: inhibitors of KSHV LANA C-terminal domain DNA binding; MBP-C-LANA/FAM-LBS DNA binding, fluorescence polarization; inhibition, % at 9 µM; 340,000 tested, 0.078% active;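 active means highest replicate inhibition at or above 60% at 9 µM, even if other replicates fall short; inactive means all replicates below 60% inhibition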;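 further: 0% = neutral control wells and 100% = 4 µM acridine orange control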
RTF Ca sens act: cardiac RTF calcium sensitization; IANBD-labeled TnC RTF fluorescence at EC20 calcium; 0% EC20 calcium, 100% full calcium; 340,000 tested, 0.24% active; P19429+P45379; activation, % at 7.2 µM; AID 493008;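 active means activation above the mean over all tested compounds plus 3 SD, cut at about 30% in these data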;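 further: rise in fluorescence read as greater calcium sensitivity of cardiac thin filaments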
Keap1 Nrf2 FP: inhibitors of human Keap1-Nrf2 protein-protein interaction | 340,000 tested, 0.15% active | inhibition, % at 9.4 µM | Q14145 | Keap1 Kelch-Nrf2 peptide fluorescence polarization, 1536-well | AID 504523; in the data active means inhibition above about 12%;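 further: human Keap1 Kelch domain with fluorescein labeled Nrf2 9mer peptide probe; 0% = neutral control wells and 100% = peptide positive control; higher means more block of Keap1 binding to Nrf2 peptide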
OPRM1-OPRD1 ag: agonists of human mu-delta opioid receptor heterodimerization; 340,000 tested, 0.3% active; P35372+P41143; cells, OPRM1-OPRD1 heterodimerization, luminescence; activation, % at 9.3 µM; in the data active means activation above about 18%;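 further: 0% = vehicle-treated cells and 100% = reference agonist; values of inactives mirror those of a sister screen read the other way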
Wnt act: activates Wnt/beta-catenin signaling in a reporter cell assay. activator, plate reader. activation, % at 9.35 µM. 300,000 tested, 1.2% active. AID 743398; in the data active means activation above about 30%, passing the limit was not always enough;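 further: 0% = neutral control wells and 100% = positive control wells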
RTF Ca sens inh: cardiac RTF calcium desensitization; P19429+P45379; IANBD-labeled cardiac RTF, Ca2+ fluorescence; inhibition, % at 7.15 µM; 340,000 tested, 0.12% active; AID 493244;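 active means inhibition above the mean inhibition of all tested compounds plus 3 SD, cut at about 17% in these data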;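 further: assay run at fixed EC70 calcium of 1.6 mM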
Starred values were filed as active, the others as inactive; x = not tested or not shown.

SMILES	Arrestin-AP2 inh	DSG3 Ab inh	V-ATPase pHluor	MOR-DOR inv ag	LANA DNA inh	RTF Ca sens act	Keap1 Nrf2 FP	OPRM1-OPRD1 ag	Wnt act	RTF Ca sens inh
COc1cc(C2NC(=O)NC(c3ccccc3)=C2C(C)=O)ccc1OCC(=O)O (centres undefined)	10	123	3	-4	-0.4	2	-1	0.9	-1	-9
Cc1ccc(N(CC(=O)Nc2ccccc2C(=O)NCc2ccco2)S(=O)(=O)c2ccccc2)cc1C	-1	99	4	3	-0.6	-4	0	-0.7	x	-7
O=C(CN(CCc1ccccc1)S(=O)(=O)c1ccc(Br)cc1)N/N=C/c1ccc2c(c1)OCO2	0	99	1	4	-0.4	-4	-2	-0.7	x	-3
COc1cc(SC)ccc1C(=O)NCCc1ccccc1	-25	124	0	16	1.5	3	-5	-2.8	x	-12
CCCCOc1ccc(Cn2c(=O)oc3ccccc32)cc1	4	100	3	-21	-1.6	4	4	4.7	0	-4
CCC(C(=O)N1CCc2ccccc2C1)n1nc(C)n2c(cc3occc32)c1=O (centres undefined)	0	x	1	8	0.9	5	-2	-1.4	-2	-1
N#C/C(=C\c1cccs1)C(=O)NCC1CCCO1 (centres undefined)	-11	88	4	19	-3.8	6	-2	-3.5	39*	-15
COc1ccc(CCNC(=O)c2c(O)c3ccccc3[nH]c2=O)cc1	-15	95	-1	13	-0.4	-11	-2	-2.7	-2	-1
COc1ccc(CNC(=O)c2ccccc2SCC(=O)N2CCCC2)cc1OC	46	103	13	-7	-2.0	1	5	1.1	3	6
COc1ccc(CCN2C(=O)CC(N3CCN(S(=O)(=O)c4ccccc4)CC3)C2=O)cc1 (centres undefined)	6	x	13	4	0.1	6	-2	-0.8	-1	-3
CNc1nc(C)nc(N/N=C/c2ccccc2)n1	-2	96	-1	4	-0.5	7	-1	-0.8	-2	-9
CCCc1cc(=O)[nH]c(SCC(=O)Nc2ccc(N3CCCCC3)cc2)n1	33	124	2	-2	0.9	-1	-4	0.4	-3	-4
COc1cccc(C(=O)N/N=c2\sc3ccccc3n2C)c1	4	100	-1	5	0.2	8	-5	-1.0	x	3
O=C(O)CCc1ccc(-c2ccccc2)n1Cc1ccco1	13	84	-6	-1	1.4	-1	-3	0.2	-6	-5
Cc1ccc(S(=O)(=O)Cc2ccc(C(=O)N3CCC(C(N)=O)CC3)o2)cc1	2	99	4	4	0.0	-7	-1	-0.8	-1	4
O=C(Nc1ccc2nc3n(c(=O)c2c1)CCCC3)c1ccc(Cl)nc1	-8	x	1	6	0.2	4	1	-1.2	-2	-6
COc1ccc(-c2ccnc3c(C(=O)O)cnn23)cc1	5	99	-3	4	0.1	3	0	-0.9	-3	-9
CN(C)C1=NCC(CSC(=N)N)S1 (centres undefined)	2	101	-1	15	-0.5	8	-2	-2.8	-3	4
Cc1ccc(Nc2c([N+](=O)[O-])ccc3nonc23)cc1C	11	103	2	-50	0.1	0	7	11	-1	0
COc1ccc(C(=O)NCC(=O)OCC(=O)N(C)c2ccccc2)cc1	24	89	-2	7	-0.2	6	-1	-1.3	2	-19
O=C(NCc1cccc(Cl)c1)N1CCN(S(=O)(=O)c2ccccc2F)CC1	-6	113	3	11	0.2	-5	0	-2.0	0	4
CCOC(=O)C1C(=O)NC(c2ccccc2)=NC1c1ccc(C(C)C)cc1 (centres undefined)	11	107	-1	-11	0.9	-1	-7	2.6	2	4
Cc1occc1C(=O)OCC(=O)Nc1ccc(F)cc1	25	103	-5	-1	-0.5	-5	2	0.1	x	4
O=C(CN1CCOCC1)Nc1nc2ccc(F)cc2s1	1	105	-3	-1	-1.1	-7	-1	0.1	x	-5
O=C(Nc1ccccn1)C(NS(=O)(=O)c1cccc2nsnc12)c1ccccc1 (centres undefined)	2	99	5	6	0.8	3	-6	-1.0	-2	-13
CC(=O)Nc1ccc(N=Cc2ccc[nH]2)cc1	3	x	1	-8	0.2	-1	-4	1.6	x	0
COCCCNC(=O)CCC(=O)Nc1ccc2nc(N3CCOCC3)cc(C)c2c1	4	x	0	8	-1.5	2	-1	-1.5	x	-7
CN(C)c1cccc(C(=O)N2CCCC(C(=O)c3cc(F)ccc3F)C2)c1 (centres undefined)	4	105	-4	1	-0.4	4	-1	-0.2	-4	1
CCOC(=O)CNc1ncnc2nc[nH]c12	7	98	-2	11	0.1	-5	0	-1.8	-1	-3
CC(NC(=S)NC1CCCCC1)C(c1cccs1)N1CCOCC1 (centres undefined)	-5	99	1	15	-2.1	2	1	-2.8	-1	4
CCOC(=O)COc1ccc2c(c1)C(=O)CC1(CCN(C(C)=O)CC1)O2	7	97	-4	8	0.0	0	-1	-1.4	0	-6
COc1cc(C(=S)N2CCOCC2)ccc1O	3	99	1	6	-0.3	-2	0	-1.3	0	-8
Fc1ccc(C(c2nnnn2Cc2cccs2)N2CCN(C3CCCCC3)CC2)cc1 (centres undefined)	3	94	0	-39	0.6	6	-1	6.6	-5	2
S=C(c1ccccc1)N1CCCC1	20	113	1	9	0.0	-4	2	-1.6	0	-2
Cc1c(C(N)=O)sc2nc(-c3ccccc3)cn12	12	96	-2	4	1.7	2	9	-0.8	x	1
CCN(CC(=O)Nc1ccc(NC(C)=O)cc1)C(=O)CCCOc1cccc(C)c1	7	110	2	-36	-1.0	-5	3	5.6	0	2
COC(=O)c1ccc(S(=O)(=O)N2CCOCC2)o1	16	102	1	17	0.8	-6	-1	-3.2	1	0
O=C(Nc1cc(Sc2ccccn2)cc([N+](=O)[O-])c1)c1ccc(Cl)cc1	-6	96	2	-134	-1.6	-2	-1	29*	x	-2
CCc1c(C#N)c(SCCC(=O)Nc2ccc(F)cc2)nc2c1C(=O)CC(C)(C)C2	7	102	0	-40	-2.4	-1	-2	7.5	x	-7
Cc1ccc2nc(SCC(=O)NC(=O)NCc3ccco3)[nH]c2c1	28	88	2	14	-0.7	-9	-3	-2.5	-3	-2
Cc1occc1C(=O)N/N=C/c1ccccc1[N+](=O)[O-]	-2	112	2	16	-0.9	4	-1	-3.1	44*	-9
CCN(CC)CCOC(=O)c1ccc(N/C=C(/C#N)c2nc(-c3ccc(OC)c(OC)c3)cs2)cc1	47	124	6	-20	-2.3	-4	-16	3.8	-1	-6
O=C(O)c1cccc(S(=O)(=O)Nc2cc(Cl)ccc2Cl)c1	5	101	-1	14	1.0	1	-2	-2.7	3	3
OCC1CCCN(C(=S)Nc2ccc(OC(F)F)cc2)C1 (centres undefined)	-5	112	-2	2	-1.5	-4	-4	-0.4	4	-7
CCOc1ccccc1NC(=O)c1ccc(C(=O)Nc2ccccc2OCC)nc1	-6	96	-14	4	-3.3	5	-1	-0.9	-8	-6
CCOC(=O)COc1ccc(S(=O)(=O)NC2CC2)cc1	40	105	2	15	-2.2	-8	0	-3.1	-1	1
CCOC(=O)c1nnc(-c2cccs2)nc1NC(C)C	9	x	2	-20	-0.2	-3	-3	3.9	x	5
CCN(CC)C(=O)c1nc[nH]c1C(=O)N1CCc2ccccc2C1	1	102	-1	8	-1.0	5	-3	-1.4	2	1
O=C(NCCc1ccc(Cl)cc1)c1ccc2ccccc2n1	7	122	1	-13	0.1	-2	-2	2.0	2	-9
Cc1cccc(N2CCN(C(=O)CCN3C(=O)C4C5C=CC(C5)C4C3=O)CC2C)c1 (centres undefined)	13	94	2	20	0.3	1	-1	-4.3	-4	-2
O=C(OCCc1ccccc1)c1cc(O)c(O)c(O)c1	3	98	0	2	-0.3	9	-7	-0.3	51*	0
COc1cccc(NC(=O)c2ccccc2C(F)(F)F)c1	22	x	-1	7	-2.0	6	-4	-1.4	-3	-7
COc1ccc(-c2nnc3ccc(SCC(=O)Nc4nc5ccccc5s4)nn23)cc1OC	48	101	0	11	0.1	4	2	-2.0	4	1
CC(=O)Oc1cccc(N2C(=O)c3ccc(C(=O)Nc4cccnc4)cc3C2=O)c1	-7	100	3	5	-0.5	2	2	-1.0	-1	-5
O=C(c1ccc(F)cc1Cl)N(Cc1ccco1)C1CCS(=O)(=O)C1 (centres undefined)	-15	101	-1	3	-1.3	4	-3	-0.8	-3	-7
COc1ccc(CNC(=O)C2CC(c3ccc(C(F)(F)F)cc3)=NO2)cc1 (centres undefined)	2	98	-5	0	0.3	-9	-2	0.0	-2	-4
O=C(NCCc1c[nH]c2ccccc12)c1cccc(Br)c1	15	93	4	-5	-0.7	-6	-5	1.1	0	-11
Cc1ccc(Cl)cc1N1C(=O)CC(Sc2ncccn2)C1=O (centres undefined)	0	100	-3	17	1.7	-2	-1	-3.4	-1	-3
O=C(O)C1CC=CCC1C(=O)NCc1ccc2c(c1)OCO2 (centres undefined)	-4	110	0	-2	-1.8	2	-6	0.4	x	-8
O=C(c1ccc2ccccc2c1)C1CCCN(C(=O)c2noc3c2CCCC3)C1 (centres undefined)	8	103	4	-13	-0.9	0	-1	2.5	-1	3
Next part:
SMILES	Arrestin-AP2 inh	DSG3 Ab inh	V-ATPase pHluor	MOR-DOR inv ag	LANA DNA inh	RTF Ca sens act	Keap1 Nrf2 FP	OPRM1-OPRD1 ag	Wnt act	RTF Ca sens inh
Cc1ccc(-n2cc(CNCC3CC(=O)N(C4CC4)C3)c(-c3cccc(C)c3)n2)cc1 (centres undefined)	4	96	-2	-32	-0.7	-2	-5	6.3	-4	-9
CCOC(=O)C1=C(C)NC(=O)NC1c1ccc(OCC(=O)Nc2ccccc2)c(OC)c1 (centres undefined)	3	109	5	11	0.3	5	-3	-2.2	0	-4
Cc1ccc(-c2noc(-c3cccs3)n2)cc1	-3	86	3	-25	-1.3	2	4	4.6	25	-7
Cc1cc(NCCCn2ccnc2)n2c(nc3ccccc32)c1C#N	9	x	-1	4	-1.6	-4	-9	-0.7	-5	-5
Cc1nnc(Sc2nc3c(c(=O)[nH]c(=O)n3C)n2Cc2ccccc2)s1	-8	95	-1	18	1.4	5	3	-3.0	0	-6
Cc1ccc(NC(=O)CSc2nnc(N)s2)c([N+](=O)[O-])c1	-7	119	5	-1	-2.3	1	-4	0.3	1	-4
COc1ccc(CCn2c(=N)c(C(=O)NCc3ccco3)cc3c(=O)n4ccccc4nc32)cc1	14	94	6	15	-0.8	-2	-3	-2.7	x	-6
Cc1cc(C)c[n+](CC(=O)c2cc3ccccc3oc2=O)c1	-1	100	-3	5	-0.7	5	-2	-0.9	x	-1
CCc1noc(C)c1C(=O)N1CCN(S(=O)(=O)c2ccc(Br)cc2Cl)CC1	-3	105	3	-6	-0.1	3	-2	0.8	x	-18

Entries listed so far that contain a CF3 group, in the order listed:
SMILES	Arrestin-AP2 inh	DSG3 Ab inh	V-ATPase pHluor	MOR-DOR inv ag	LANA DNA inh	RTF Ca sens act	Keap1 Nrf2 FP	OPRM1-OPRD1 ag	Wnt act	RTF Ca sens inh
COc1cccc(NC(=O)c2ccccc2C(F)(F)F)c1	22	x	-1	7	-2.0	6	-4	-1.4	-3	-7
COc1ccc(CNC(=O)C2CC(c3ccc(C(F)(F)F)cc3)=NO2)cc1 (centres undefined)	2	98	-5	0	0.3	-9	-2	0.0	-2	-4
